DAX1 inh-1: NR0B1 (DAX1) inhibition; P51843; HEK293 Gal4-DAX1 luciferase reporter, luminescence; inhibition, % at 6.75 µM; actives 0.99% (n = 340,000); AID 504766;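 active = inhibition above the mean over all tested compounds plus 3 SD, cut at about 4.2% in these data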;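 note: 0% = DAX1-transfected cells with DMSO and 100% = empty-vector control cells with DMSO; inhibition shows as a rise in luminescence from relieved DAX1 repression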
PLCg1 inh: inhibitors of human phospholipase C gamma1; P19174; purified PLC-gamma1, fluorogenic substrate, fluorescence; inhibition, % at 12.2 µM; actives 0.84% (n = 370,000); AID 720700; in the data active = inhibition above about 9.5%
Target sequence (P19174 whole entry, looked up): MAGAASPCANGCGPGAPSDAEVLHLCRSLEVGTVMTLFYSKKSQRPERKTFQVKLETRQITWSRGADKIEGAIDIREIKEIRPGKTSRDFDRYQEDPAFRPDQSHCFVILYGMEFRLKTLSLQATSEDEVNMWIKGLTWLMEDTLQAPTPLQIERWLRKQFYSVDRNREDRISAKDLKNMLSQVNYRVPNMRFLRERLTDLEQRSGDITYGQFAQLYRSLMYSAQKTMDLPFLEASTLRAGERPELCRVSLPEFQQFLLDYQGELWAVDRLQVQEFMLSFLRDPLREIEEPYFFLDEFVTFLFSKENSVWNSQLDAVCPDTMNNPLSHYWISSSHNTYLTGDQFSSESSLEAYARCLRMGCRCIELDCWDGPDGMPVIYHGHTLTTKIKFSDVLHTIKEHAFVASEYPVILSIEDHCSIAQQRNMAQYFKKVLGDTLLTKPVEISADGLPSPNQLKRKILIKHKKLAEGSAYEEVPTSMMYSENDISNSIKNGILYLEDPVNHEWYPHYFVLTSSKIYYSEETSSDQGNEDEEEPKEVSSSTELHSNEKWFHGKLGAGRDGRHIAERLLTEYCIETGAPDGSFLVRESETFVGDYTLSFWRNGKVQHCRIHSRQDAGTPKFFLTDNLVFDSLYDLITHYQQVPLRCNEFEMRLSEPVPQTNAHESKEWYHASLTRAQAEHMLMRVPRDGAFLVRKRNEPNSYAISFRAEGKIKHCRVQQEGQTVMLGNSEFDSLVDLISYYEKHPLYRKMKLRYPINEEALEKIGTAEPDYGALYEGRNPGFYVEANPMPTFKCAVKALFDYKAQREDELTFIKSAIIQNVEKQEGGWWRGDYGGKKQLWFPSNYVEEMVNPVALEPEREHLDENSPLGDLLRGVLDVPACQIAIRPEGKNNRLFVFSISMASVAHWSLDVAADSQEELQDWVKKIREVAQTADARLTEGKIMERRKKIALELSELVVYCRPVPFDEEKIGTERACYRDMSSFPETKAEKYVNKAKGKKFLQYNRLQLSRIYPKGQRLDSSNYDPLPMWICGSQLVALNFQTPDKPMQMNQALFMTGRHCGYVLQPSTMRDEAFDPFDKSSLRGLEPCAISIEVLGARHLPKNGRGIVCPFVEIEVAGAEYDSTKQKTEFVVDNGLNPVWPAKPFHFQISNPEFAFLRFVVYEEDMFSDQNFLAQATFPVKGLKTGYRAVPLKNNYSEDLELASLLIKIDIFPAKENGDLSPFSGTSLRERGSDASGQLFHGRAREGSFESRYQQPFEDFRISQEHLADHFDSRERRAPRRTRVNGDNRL
NR1D1 modulator: modulators of human Rev-erb alpha DNA binding. P20393. Rev-erbα–FITC-DNA binding, fluorescence polarization, 90 min. activity, % at 10 µM. actives 0.79% (n = 370,000). AID 1259318;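 active = activity above about 14%, limit read from the data; passing the limit was not always enough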;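 note: 0% = DMSO wells with 35 nM protein and 100% = DMSO wells with 750 nM protein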
PLC-beta3 inh: inhibitors of human phospholipase C beta3. Q01970. inhibition, % at 12.2 µM. Purified PLC-beta3, fluorogenic substrate, fluorescence. actives 0.18% (n = 370,000); in the data active = inhibition above about 11%;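 note: 0% = median of compound wells on plate and 100% = full blocker control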
SMARCA2 act: activators of SMARCA2 function. activation, % at 9.1 µM. actives 1% (n = 370,000). AID 652017. MG213 cells, MMTV-luciferase reporter, dexamethasone, overnight; in the data active = activation above about 7.8%;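 note: 0% = vehicle wells and 100% = reference activator wells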
ADAM17 inh: ADAM17 inhibition, QFRET primary screen. actives 0.83% (n = 370,000). AID 720648. inhibition, % at 6.95 µM. recombinant ADAM17, EDANS/DABCYL FRET peptide cleavage;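 active = inhibition above the mean of compounds lying between control limits plus 3 SD, set per campaign, cut at about 8.5% in these data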;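 note: 0% = DMSO-only wells as the low control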
DAX1 inh-2: DAX1 (NR0B1) inhibition, primary screen; actives 1.1% (n = 370,000); HEK293T StAR-luciferase reporter, SF-1/DAX-1 repression relief; AID 652010; inhibition, % at 6.8 µM;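 active = inhibition above the mean over all tested compounds plus 3 SD, cut at about 3.6% in these data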;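 note: 0% = DAX-1 cells with DMSO and 100% = cells lacking DAX-1 with DMSO; higher inhibition means more luminescence from relief of DAX-1 repression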
MBD2 DNA inh: MBD2-methylated oligo binding inhibition; TR-FRET, MBD2 binding to methylated oligonucleotide; inhibition, % at 4.4 µM; actives 0.31% (n = 370,000); Q9UBB5; in the data active = inhibition above about 13%
hcDAF-12 act: activates DAF-12 receptor from parasite H. contortus; actives 1.4% (n = 370,000); HEK293 hcDAF-12 lit1-tk-luc reporter, luminescence; 0% DMSO, 100% Δ7-dafachronic acid; activation, % at 6.8 µM;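 active = activation above the mean of all tested compounds plus 3 SD, cut at about 5.5% in these data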;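 note: 100% = response to 3 µM Δ7-dafachronic acid high control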
ssDAF-12 act: activators of S. stercoralis DAF-12 nuclear receptor; activation, % at 6.8 µM; HEK293 ssDAF-12/GRIP1 lit1-tk-luc reporter, luminescence; % of 3 µM dafachronic acid response; actives 1% (n = 370,000);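 active = activation above the mean over all tested compounds plus 3 SD, cut at about 0.9% in these data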;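 note: 0% = DMSO-only wells and 100% = 3 µM delta7-dafachronic acid wells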
hgDAF-12 ag: agonists of H. glycines DAF-12 nuclear receptor. HEK293 GAL4-hgDAF12 UAS-luciferase reporter, agonist luminescence; normalized to butyrate control. activation, % at 6.8 µM. actives 1.8% (n = 370,000);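 active = activation above a cutoff set at the mean of all screened compounds plus 3 SD, cut at about 10% in these data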;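 note: 0% = DMSO wells and 100% = sodium butyrate wells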
* hit, by the source's call; i = inactive; nt = not tested or not shown.

Sequence of screens: DAX1 inh-1, PLCg1 inh, NR1D1 modulator, PLC-beta3 inh, SMARCA2 act, ADAM17 inh, DAX1 inh-2, MBD2 DNA inh, hcDAF-12 act, ssDAF-12 act, hgDAF-12 ag
CC1CCC2(CC1)NC(=O)N(CC(=O)N1CCN(c3ccccc3)CC1)C2=O (stereo unspecified)
    0.2, -3.6, 5.2, -6.6, -2.0, -7.3, -0.2, 3.5, -1.6, -1.5, -0.1
COc1ccc(C2N(c3cc(Cl)ccc3OC)C(=O)C3CCCN32)c(OC)c1 (stereo unspecified)
    2.6, -0.8, 7.1, 3.3, 9.5*, 0.1, -0.7, -1.3, 0.3, -1.5, -2.5
COc1ccc(C(=O)CSc2ncn[nH]2)cc1OC
    0.4, -0.5, 3.8, -1.7, -1.4, 0.7, -0.3, 3.6, -0.1, -1.3, 1.8
COc1ccc(-c2ccc(=O)n(CC(=O)Nc3cccc(O)c3)n2)cc1OC
    0.7, -15.9, 4.4, -20.8, 2.7, -1.0, -0.1, -0.7, -0.7, -1.3, -3.3
O=C(OCCN1C(=O)c2ccccc2C1=O)c1cccc(OC(F)F)c1
    0.5, -1.4, -0.2, -0.4, 1.1, 0.9, -0.2, -1.0, -0.8, -1.2, -1.0
COc1ccc(C(CNC(=O)c2ccc(OCc3c(C)noc3C)cc2)N2CCCC2)cc1 (stereo unspecified)
    -0.4, -5.3, -0.9, -7.4, -0.7, -0.1, 1.2, 0.5, 2.6, -0.7, 2.5
CNC(=S)N/N=C/c1ccccc1Cl
    0.8, -0.4, -0.5, -1.2, -0.1, -0.7, 0.3, 3.4, -0.5, -1.6, 0.5
COC(=O)c1cn(C(=O)c2ccc(OC)c(OC)c2)c2ccccc12
    1.2, -0.6, -7.5, -2.7, 2.2, -1.1, -0.3, -3.5, -2.0, -1.0, -1.7
CC(NC(=O)Cn1cnnn1)c1cccc(C(F)(F)F)c1 (stereo unspecified)
    0.5, -2.6, 3.8, -5.5, -0.2, -1.7, -0.2, 1.1, -1.1, -1.9, -2.5
CCOCCn1c2ccccc2c2nc3ccccc3nc21
    0.7, -217.4, -5.0, -305.5, 3.1, -9.3, 0.3, -2.6, -1.0, -1.0, 1.2
CN1C/C(=C\c2ccc(N3CCOCC3)cc2)C(=O)/C(=C/c2ccc(N3CCOCC3)cc2)C1
    -2.3, -31.7, 0.7, -43.7, -0.4, 3.2, -2.5, -10.0, 0.7, -1.4, -5.9
COc1cccc(N2CCN(c3c(C#N)c(C(F)(F)F)nn3C)CC2)c1
    -1.8, 1.1, 2.9, 1.0, -1.1, 2.1, -1.8, 1.5, -4.2, -2.5, -3.7
CC1Sc2ccc(S(=O)(=O)CCC(=O)NC3CCCC(C)C3C)cc2NC1=O (stereo unspecified)
    0.0, 2.3, 2.6, -8.8, -3.1, 1.1, -1.0, 0.7, -0.6, -1.7, -4.0
Cc1ccc(S(=O)(=O)N2CCCOC2CNC(=O)C(=O)NCc2ccccn2)cc1 (stereo unspecified)
    0.1, -2.1, 4.1, -4.7, -3.5, -3.4, -0.5, 3.7, -1.8, -1.3, 1.2
CC(C)CCn1c(=O)c2sccc2n2c(CCCC(=O)N3CCC(N4CCCCC4)CC3)nnc12
    0.6, -1.3, -0.8, -8.7, -4.2, -2.9, 4.7*, 3.4, 1.7, -0.6, -0.2
Cn1ncc2c(=O)[nH]c(N)nc21
    0.9, 0.0, -1.3, 1.8, -1.1, 2.2, 1.0, -5.1, 0.1, -0.9, -1.3
Cc1ccc(SCC(=O)OCC(=O)NCc2ccco2)cc1
    1.2, 5.7, 2.8, -4.4, -3.3, 9.2*, 1.3, -2.3, 1.1, -1.2, -0.8
CC(=O)Nc1ccc(S(=O)(=O)NCc2ccc(C(=O)NCc3ccc(Cl)cc3)cc2)cc1
    -0.7, 0.9, -18.1, 0.7, 0.2, 0.4, -0.3, -4.2, -1.1, -1.8, -0.4
Cc1cccc(OCc2ccccc2)n1
    0.7, -2.0, -5.0, 3.1, -0.5, -2.3, 0.5, -5.6, -0.3, -0.4, -1.2
Cc1cc(OC(C)C(=O)N2C[C@H]3C[C@@H](C2)c2cccc(=O)n2C3)c2c(C)c(C)c(=O)oc2c1 (stereo partly specified)
    2.4, -71.2, 0.1, -96.1, -2.3, -38.2, -0.4, -2.8, 0.5, -0.7, -3.7
CCOC(=O)c1c(NC(=O)CN(C)C2CCN(C)CC2)sc(C(=O)Nc2ccccc2)c1C
    2.6, -1.1, 2.9, 2.3, 2.3, 0.7, 1.8, -5.0, -0.6, -0.1, 1.9
NC(CCc1ccccc1)c1csc(Nc2ccc(C(=O)c3ccccc3)cc2)n1 (stereo unspecified)
    nt, -137.4, -7.4, -175.2, -4.6, -11.5, -3.0, 6.0, -1.4, -1.1, 3.4
NCCNc1ccc([N+](=O)[O-])c(NC2CC2)c1
    -0.5, 2.1, 1.0, 0.3, -1.8, 5.3, -0.5, -15.9, 1.8, -0.6, -0.2
CCOCCCNC(=O)C(c1ccc(OC)cc1)N(Cc1ccc2c(c1)OCO2)C(=O)CNC(C)=O (stereo unspecified)
    -0.4, 0.0, -2.0, 3.1, 1.0, -2.9, 0.6, -1.8, -0.6, -1.2, 1.8
Cc1ccc(C(=O)Nc2cnc3ccccc3c2)cc1
    -5.8, 6.3, -1.9, 1.3, -6.2, -0.2, -2.9, -2.6, -3.3, -2.4, -12.0
O=C(NCc1cccnc1)c1ccc(S(=O)(=O)N2CCCCC2)cc1
    -0.9, -1.3, 4.4, -1.4, -2.2, -3.7, 0.7, 1.3, -1.1, -1.8, -2.7
CCOC(=O)C1(C)CCCN(C(=O)c2ccccc2OC(F)(F)F)C1 (stereo unspecified)
    nt, 5.1, -7.7, 2.6, -1.4, 2.4, -0.9, 1.4, -1.9, -1.3, -1.5
COc1ccccc1-c1nc(SC)n[nH]1
    0.4, 0.2, 0.5, 0.4, 3.4, 0.0, 0.0, 1.1, 4.0, -0.7, 2.7
CCCN(CC(=O)Nc1ccccc1OC)C(=O)CCC(=O)c1ccc(OCC)cc1
    -0.3, -4.5, 0.0, -12.2, -1.6, -2.5, -1.4, 4.8, -0.4, -1.4, 3.7
Cc1ccccc1-c1cc(C(=O)NCc2cccc(C(F)(F)F)c2)nn1CC1CC(c2cccc([N+](=O)[O-])c2)=NO1 (stereo unspecified)
    -0.7, 2.6, -3.1, -2.4, -1.7, 8.1, -0.9, -0.8, -2.2, -1.6, -1.7
CCOc1ccc(CCNC(=O)COC(=O)Cn2cnc3c2c(=O)n(C)c(=O)n3C)cc1OCC
    -0.5, -1.2, -6.3, -7.6, -2.0, -1.6, -0.5, -0.2, -1.3, -0.6, -0.2
c1ccc(Cc2c[nH]c3ccccc23)cc1
    3.1, -1.1, 2.8, -2.4, -1.9, 0.3, -0.4, -2.0, 4.4, 0.4, 2.0
CC(=O)Nc1cccc(NC(=O)CSc2ccc(-c3ccco3)nn2)c1
    0.5, -8.8, -11.0, -16.1, -1.9, -3.8, -0.9, -11.5, -1.8, -0.2, 0.6
NC(=O)CN1CCN(Cc2ccc3c(c2)OCO3)CC1
    0.9, 0.9, -5.8, -3.0, -1.0, -1.4, 0.0, -2.0, 0.1, -0.5, 3.5
CN(C)c1ccc(CN2CCCC(O)C2)cc1 (stereo unspecified)
    0.0, 3.0, -5.5, 2.0, 1.5, -1.6, 0.3, -3.1, -1.1, -1.2, 0.8
OCCNCC(O)Cn1ccc2ccccc21 (stereo unspecified)
    0.3, 1.1, -3.0, 1.3, -3.3, -1.9, -0.3, -4.0, -0.7, -0.8, 0.9
O=C(NC1CCCC1)C(c1cccnc1)N(C(=O)c1csnn1)c1ccccc1Cl (stereo unspecified)
    2.7, 2.9, -0.1, 1.2, 5.7, -0.3, 0.4, 0.2, 1.7, -0.7, -1.6
COc1ccc(-n2c(SCC(=O)Nc3ccc(Oc4ccccc4)cc3)nnc2-c2ccc(C)cc2)cc1
    nt, -1.0, -8.5, 2.9, -2.7, -3.7, -0.4, 5.1, -1.3, -1.2, -2.6
O=C(CSCC(=O)NN=Cc1ccccc1)NN=Cc1ccccc1
    nt, -2.2, -2.5, -3.7, -2.9, -5.0, -1.0, 2.9, 0.7, -0.8, -1.4
O=[N+]([O-])c1cccc(S(=O)(=O)N2CCCCC2)c1
    0.5, 1.8, -0.9, -0.9, -0.6, -2.1, 0.1, -5.4, -1.5, -1.4, 0.9

3 compounds from above, arranged by number of heavy atoms, low to high:
Sequence of screens: DAX1 inh-1, PLCg1 inh, NR1D1 modulator, PLC-beta3 inh, SMARCA2 act, ADAM17 inh, DAX1 inh-2, MBD2 DNA inh, hcDAF-12 act, ssDAF-12 act, hgDAF-12 ag
O=[N+]([O-])c1cccc(S(=O)(=O)N2CCCCC2)c1
    0.5, 1.8, -0.9, -0.9, -0.6, -2.1, 0.1, -5.4, -1.5, -1.4, 0.9
O=C(NC1CCCC1)C(c1cccnc1)N(C(=O)c1csnn1)c1ccccc1Cl (stereo unspecified)
    2.7, 2.9, -0.1, 1.2, 5.7, -0.3, 0.4, 0.2, 1.7, -0.7, -1.6
CCCN(CC(=O)Nc1ccccc1OC)C(=O)CCC(=O)c1ccc(OCC)cc1
    -0.3, -4.5, 0.0, -12.2, -1.6, -2.5, -1.4, 4.8, -0.4, -1.4, 3.7

(further entries)
SMILES	DAX1 inh-1	PLCg1 inh	NR1D1 modulator	PLC-beta3 inh	SMARCA2 act	ADAM17 inh	DAX1 inh-2	MBD2 DNA inh	hcDAF-12 act	ssDAF-12 act	hgDAF-12 ag
CCc1nc2cccnc2n1-c1ccc(CC(=O)NC(C)CC)cc1 (stereo unspecified)	0.1	-1.7	-4.3	0.9	1.6	-5.2	-0.1	-1.4	-1.5	-1.3	-0.3
COCCNC(=O)c1ccc2c3n(nc2c1)-c1ccc(C)cc1CO3	0.6	-144.0	-0.8	-206.9	5.0	-118.0	0.2	-0.9	-0.6	-1.1	7.2
Oc1[nH]c2ccccc2c1N=Nc1c(F)c(F)c(C(F)(F)F)c(F)c1F	1.5	-0.6	6.8	1.6	0.6	-3.4	-0.5	-6.9	1.9	-1.3	0.5
CC(=O)N1CCN(CCN=CC2=C(O)CC(c3ccc(Cl)cc3)CC2=O)CC1 (stereo unspecified)	0.4	-4.2	-0.4	-4.4	-1.1	-2.6	-0.1	0.2	-0.8	-0.9	-1.7
Cc1ccc(C2C3=C(CC(C)(C)CC3=O)Nc3onc(C)c32)cc1 (stereo unspecified)	-0.4	-484.1	-1.3	i	-0.9	-223.4	-0.4	-1.0	0.1	-1.4	-1.4
CCc1ccc(Nc2cc(C(=O)NCCCN3CCOCC3)c3ccccc3n2)cc1	-0.5	-29.9	-6.0	-33.6	-0.8	1.9	-0.8	0.3	1.4	-1.6	-0.5
CSc1nc(-c2ccco2)nn1C(=O)c1cccs1	-0.3	6.8	5.8	3.2	-0.8	2.2	-0.1	-4.6	-1.0	-0.8	-0.3
CC(CCc1ccccc1)N(C)CC(O)c1cccc([N+](=O)[O-])c1 (stereo unspecified)	3.1	0.5	-4.4	-1.5	-1.1	0.7	0.6	-11.2	-2.5	-1.0	-0.1

Bioassay records as filed in PubChem.
